Source: PubChem BioAssay
STAT1 activator = activators of IFN-gamma induced STAT1 signaling. hit rate 2.6% among 200,000. AID 932. NIH 3T3 STAT1-luciferase reporter, luminescence; 100% = IFN-gamma alone, no compound. activation (% of control), % at 5.5 µM;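 active = activation above the screen-wide mean activation plus 3 SD, cut at about 130% in these data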;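 also: raw ratio to IFN-gamma control signal so 100% means no change and 0% no light; values of inactives mirror those of a sister screen read the other way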
STAT3 blocker = inhibitors of IL-6 induced STAT3 signaling; U3A cells, IL-6 STAT3-luciferase reporter, luminescence; host cell line lacks STAT1; inhibition, % at 5.5 µM; hit rate 0.89% among 190,000; AID 862;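 active = inhibition above the mean inhibition across all screened compounds plus 3 SD, cut at about 44% in these data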;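 also: 0% = DMSO only wells and 100% = 100 µM nifuroxazide control wells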
APP 5'UTR act = activates APP 5'UTR luciferase reporter | SH-SY5Y APP 5'UTR luciferase reporter, luminescence; zero percent = DMSO vehicle wells | activation, % at 2 µM | hit rate 1% among 190,000 | AID 1276;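 active = activation above a set limit, based on mean plus 3 SD of controls, cut at about 140% in these data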; also: values of inactives mirror those of a sister screen read the other way
RAM network inh = inhibitors of the yeast RAM network | S. cerevisiae dse1pr::URA3 reporter, 5-FOA growth OD615, 2 d; analog-sensitive cbk1-as2 kinase mutant strain | inhibition, % at 50 µM | hit rate 1.8% among 190,000;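 active = inhibition above a set limit, 3 SD over mean compound inhibition, cut at about 8.4% in these data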;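 also: 0% = DMSO-only wells with no growth and 100% = 10 µM 1-NA-PP1 full growth; inhibition rescues growth on 5-FOA so higher OD means more RAM inhibition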
APP 5UTR inh = APP translation inhibition | SH-SY5Y APP 5'UTR-luciferase reporter, luminescence | inhibition, % at 2 µM | hit rate 0.82% among 190,000;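 active = inhibition above a set limit, derived from the sample mean plus 3 SD, cut at about 45% in these data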; also: values of inactives mirror those of a sister screen read the other way
NF-kB neuron act = NF-kB expression increase, human neuronal cells; fold change at 12.5 µM; hit rate 1.6% among 190,000; NF-kB reporter expression; stronger effect = higher value; in the data active = fold change above about 3.3
STAT1 inh = STAT1 signaling inhibition; NIH 3T3 STAT1-luciferase reporter, IFN-gamma, luminescence; inhibition, % at 5.5 µM; hit rate 0.35% among 200,000; AID 920;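 active = inhibition above a set limit, the mean inhibition across all tested compounds plus 3 SD, cut at about 34% in these data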;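 also: 0% = IFN-gamma with DMSO and 100% = IFN-gamma with 300 µM nifuroxazide; values of inactives mirror those of a sister screen read the other way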
Hsp70 act = transcriptional activators of Hsp70; activation, % at 10 µM; hit rate 0.04% among 200,000; AID 1203; HeLa Hsp70 promoter luciferase reporter, luminescence; scaled: vehicle 0, proteasome-inhibitor control 100%;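 active = activation above the mean across all tested compounds plus 3 SD, cutoff set per campaign, cut at about 5.5% in these data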;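 also: 100% = MG132 at 30 µM as the positive control and 0% = DMSO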
STAT3 activator = increases IL-6 driven STAT3 reporter signal. U3A cells, IL-6 STAT3-luciferase reporter, luminescence; 100% = signal with IL-6 EC80 alone. hit rate 0.91% among 190,000. activation (% of control), % at 5.6 µM;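 active = activation above the screen-wide mean of compound activation plus 3 SD, cut at about 130% in these data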;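 also: 0% = background luminescence of wells with medium and substrate only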
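Test system: STAT3-luciferase reporter U3A cells; Detection: reporter luminescence signal; Times: 1 h compound pre-exposure, 6 h IL-6 stimulation, 37 °C; Benchmarks: IL-6-only high control; Also added: IL-6 stimulus at 33 ng/mL final.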
FLuc inhib CS = inhibits firefly luciferase, flagging false hits in luciferase inhibition screens; P08659; ATPLite firefly luciferase biochemical luminescence, 10 min; inhibition, % at 10 µM; hit rate 1.5% among 200,000;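 active = inhibition above about 50% when tested at 10 µM, limit read from the data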
Target sequence (P08659 whole entry, looked up): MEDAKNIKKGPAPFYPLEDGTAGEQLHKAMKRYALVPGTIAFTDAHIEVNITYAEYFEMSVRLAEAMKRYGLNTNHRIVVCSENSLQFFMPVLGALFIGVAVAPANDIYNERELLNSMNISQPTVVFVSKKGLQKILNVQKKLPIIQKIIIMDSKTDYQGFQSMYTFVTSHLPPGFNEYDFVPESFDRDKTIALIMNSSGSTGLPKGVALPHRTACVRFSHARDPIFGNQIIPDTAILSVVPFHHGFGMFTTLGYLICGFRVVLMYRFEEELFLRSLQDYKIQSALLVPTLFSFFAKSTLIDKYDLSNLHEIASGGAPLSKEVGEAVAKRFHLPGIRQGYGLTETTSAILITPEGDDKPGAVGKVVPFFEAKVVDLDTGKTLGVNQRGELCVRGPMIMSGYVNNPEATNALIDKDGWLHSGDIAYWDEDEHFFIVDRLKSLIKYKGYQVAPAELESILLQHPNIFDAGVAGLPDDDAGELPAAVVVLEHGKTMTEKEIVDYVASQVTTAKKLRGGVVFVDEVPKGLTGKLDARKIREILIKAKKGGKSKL
The depositor's hits bear a star.

Screening COc1ccc(NC(=O)N(C2CCCCC2)C2CCN(C(C)C)CC2)c(OC)c1 returned STAT1 activator 92, STAT3 blocker 3, APP 5'UTR act -4, RAM network inh 2.4, APP 5UTR inh 4, NF-kB neuron act 0.83, STAT1 inh 9, Hsp70 act -0.4, STAT3 activator 102 and FLuc inhib CS 3.
`Cc1[nH]nc2ncc(C(=O)c3cc(Cl)cc(Cl)c3O)cc12` gave STAT1 activator 97, STAT3 blocker -28, APP 5'UTR act -2, RAM network inh 4.6, APP 5UTR inh 2, NF-kB neuron act 1.2, STAT1 inh 4, Hsp70 act -0.5, STAT3 activator 122 and FLuc inhib CS -8.
Screening COCc1cc(CN2CCN(C)CC2)c(O)c2ncccc12 returned STAT1 activator 105, STAT3 blocker -7, APP 5'UTR act 2, RAM network inh -0.6, APP 5UTR inh -2, NF-kB neuron act 0.82, STAT1 inh -6, Hsp70 act 0.1, STAT3 activator 103 and FLuc inhib CS -4.
Screening O=c1[nH]c(N2CCOCC2)nc2c1CCCC2 returned STAT1 activator 94, STAT3 blocker 97*, APP 5'UTR act 23, RAM network inh 0.1, APP 5UTR inh -23, NF-kB neuron act 1.3, STAT1 inh 7, Hsp70 act 0.0, STAT3 activator 21 and FLuc inhib CS -5.
Cc1cccc(C)c1Nc1nnc(SCC(=O)c2ccc(Br)s2)s1 was read as STAT1 activator 106, STAT3 blocker -3, APP 5'UTR act 22, RAM network inh 3.6, APP 5UTR inh -22, NF-kB neuron act 0.91, STAT1 inh -7, Hsp70 act -0.3, STAT3 activator 108 and FLuc inhib CS -6.
Screening COc1ccc(CCn2ccc(O)c(Cc3ccc(Cl)cc3Cl)c2=O)cc1OC returned STAT1 activator 93, STAT3 blocker 14, APP 5'UTR act -3, RAM network inh 4.0, APP 5UTR inh 3, NF-kB neuron act 0.9, STAT1 inh 6, Hsp70 act 0.0, STAT3 activator 97 and FLuc inhib CS -3.
`FC(F)(F)c1nnc2c(Sc3ccc(Cl)cc3)nc3ccccc3n12` gave STAT1 activator 99, STAT3 blocker 19, APP 5'UTR act -7, RAM network inh 1.9, APP 5UTR inh 7, NF-kB neuron act 1.2, STAT1 inh 2, Hsp70 act -0.3, STAT3 activator 85 and FLuc inhib CS -4.
`CC(=O)Nc1ccc(S(=O)(=O)NCC2CCC(C(=O)NCc3ccccc3)CC2)cc1` (configuration not stated) gave STAT1 activator 99, STAT3 blocker 4, APP 5'UTR act -7, RAM network inh 4.5, APP 5UTR inh 7, NF-kB neuron act 1.1, STAT1 inh 2, Hsp70 act -0.2, STAT3 activator 104 and FLuc inhib CS -4.
`COC(=O)c1ccc(C(=O)OC)c(NC(=S)N2CCC(C)CC2)c1` gave STAT1 activator 99, STAT3 blocker -8, APP 5'UTR act 12, RAM network inh 1.0, APP 5UTR inh -12, NF-kB neuron act 1.1, STAT1 inh 4, Hsp70 act -0.3, STAT3 activator 104 and FLuc inhib CS 14.
Screening C/C(=N/NC(=O)c1ccccc1)C(=O)O returned STAT1 activator 132*, STAT3 blocker -1, APP 5'UTR act 1, RAM network inh -0.6, APP 5UTR inh -1, NF-kB neuron act 1.7, STAT1 inh -37, Hsp70 act 0.4, STAT3 activator 103 and FLuc inhib CS 0.
Screening CCC(C(=O)NCc1ccccc1OC)c1ccccc1 (configuration not stated) returned STAT1 activator 94, STAT3 blocker -1, APP 5'UTR act -15, RAM network inh 0.8, APP 5UTR inh 14, NF-kB neuron act 0.97, STAT1 inh 6, Hsp70 act -0.3, STAT3 activator 106 and FLuc inhib CS 2.
Screening CSC(=S)N(C)C1CCS(=O)(=O)C1 (configuration not stated) returned STAT1 activator 100, STAT3 blocker 18, APP 5'UTR act 15, RAM network inh 2.0, APP 5UTR inh -15, NF-kB neuron act 1, STAT1 inh 0, Hsp70 act -0.4, STAT3 activator 87 and FLuc inhib CS 4.
Screening Cc1ccc(-c2cc(C(=O)NCCCN3CCOCC3)no2)cc1 returned STAT1 activator 89, STAT3 blocker 56*, APP 5'UTR act -12, RAM network inh 1.6, APP 5UTR inh 12, NF-kB neuron act 0.74, STAT1 inh 12, Hsp70 act -0.3, STAT3 activator 57 and FLuc inhib CS -1.
Screening CCOC(=O)c1c(C=O)c(C)n(Cc2ccc(C)cc2)c1C returned STAT1 activator 102, STAT3 blocker -8, APP 5'UTR act 0, RAM network inh -1.3, APP 5UTR inh 0, NF-kB neuron act 1.9, STAT1 inh -2, Hsp70 act -0.2, STAT3 activator 104 and FLuc inhib CS -3.
Screening COc1ccc(C(=O)Nc2ccc(S(=O)(=O)NC(C)C)cc2)cc1 returned STAT1 activator 94, STAT3 blocker 0, APP 5'UTR act -5, RAM network inh 1.6, APP 5UTR inh 5, NF-kB neuron act 1.1, STAT1 inh 7, Hsp70 act 0.0, STAT3 activator 98 and FLuc inhib CS -3.
CC1CCN(S(=O)(=O)c2ccc(NC(=O)Cn3nnc(-c4ccccc4)n3)cc2)CC1 was read as STAT1 activator 96, STAT3 blocker -1, APP 5'UTR act 5, RAM network inh 1.7, APP 5UTR inh -5, NF-kB neuron act 1.2, STAT1 inh 4, Hsp70 act -0.2, STAT3 activator 106 and FLuc inhib CS -7.
Screening NS(=O)(=O)c1cccc(NC(=O)CCSc2ccccc2Cl)c1 returned STAT1 activator 110, STAT3 blocker -16, APP 5'UTR act 37, RAM network inh 1.5, APP 5UTR inh -37, NF-kB neuron act 1.6, STAT1 inh -12, Hsp70 act -0.1, STAT3 activator 118 and FLuc inhib CS -6.
`Cc1ccc(C(=O)c2nc3c(n2O)CCCC3)cc1` gave STAT1 activator 102, STAT3 blocker 9, APP 5'UTR act -10, RAM network inh 1.9, APP 5UTR inh 10, NF-kB neuron act 1.5, STAT1 inh -3, Hsp70 act 0.0, STAT3 activator 98 and FLuc inhib CS 0.
`O=C1CC(N2CCN(c3ccc(O)cc3)CC2)C(=O)N1Cc1cccs1` (configuration not stated) gave STAT1 activator 99, STAT3 blocker 0, APP 5'UTR act 13, RAM network inh 2.1, APP 5UTR inh -13, NF-kB neuron act 1.6, STAT1 inh 1, Hsp70 act -0.2, STAT3 activator 103 and FLuc inhib CS -6.
Screening O=C(CCCOc1ccccc1)Nc1nnc(C2CCCO2)s1 (configuration not stated) returned STAT1 activator 99, STAT3 blocker -6, APP 5'UTR act 4, RAM network inh 3.6, APP 5UTR inh -4, NF-kB neuron act 1.1, STAT1 inh 2, Hsp70 act -0.1, STAT3 activator 111 and FLuc inhib CS -4.
CCC(=O)N1c2ccc(C)cc2C2=NNC(=S)NC21O (configuration not stated) was read as STAT1 activator 99, STAT3 blocker 16, RAM network inh 4.0, NF-kB neuron act 1.1, STAT1 inh 1, Hsp70 act -0.3, STAT3 activator 86 and FLuc inhib CS -8.
Screening O=C1C=C(NCCN2CCOCC2)CC(c2ccccc2)C1 (configuration not stated) returned STAT1 activator 91, STAT3 blocker 5, APP 5'UTR act -12, RAM network inh 0.9, APP 5UTR inh 12, NF-kB neuron act 1.4, STAT1 inh 10, Hsp70 act 0.1, STAT3 activator 100 and FLuc inhib CS -7.
For O=C(c1ccc2c(c1)OCO2)N1CCCC(c2ccccc2)C1 (configuration not stated) the results were STAT1 activator 103, STAT3 blocker 2, APP 5'UTR act 8, RAM network inh 0.0, APP 5UTR inh -8, NF-kB neuron act 1.2, STAT1 inh -2, Hsp70 act -0.2, STAT3 activator 100 and FLuc inhib CS -6.
For COc1cccc(-c2cc(C(=O)Nc3cccc(O)c3)no2)c1 the results were STAT1 activator 100, STAT3 blocker 89*, APP 5'UTR act 106, RAM network inh 9.2*, APP 5UTR inh -106, NF-kB neuron act 6.7*, STAT1 inh 0, Hsp70 act 0.0, STAT3 activator 29 and FLuc inhib CS 83*.
For CC(=O)NC(CCCN1C(=O)c2ccccc2C1=O)c1nnn(C)n1 (configuration not stated) the results were STAT1 activator 94, STAT3 blocker -10, APP 5'UTR act -24, RAM network inh 2.3, APP 5UTR inh 24, NF-kB neuron act 1.1, STAT1 inh 7, Hsp70 act 0.1, STAT3 activator 107 and FLuc inhib CS -5.
`CCCC(C)c1nnc(NC(=O)C2CCCO2)s1` (configuration not stated) gave STAT1 activator 105, STAT3 blocker 8, APP 5'UTR act 0, RAM network inh 0.0, APP 5UTR inh 0, NF-kB neuron act 1.5, STAT1 inh -8, Hsp70 act -0.4, STAT3 activator 96 and FLuc inhib CS 4.
For COc1cc(C(=O)NC2CC3CCCC(C2)N3C2CC2)cc(OC)c1OC (configuration not stated) the results were STAT1 activator 98, STAT3 blocker 3, APP 5'UTR act 0, RAM network inh -1.9, APP 5UTR inh 0, NF-kB neuron act 1.6, STAT1 inh 3, Hsp70 act -0.3, STAT3 activator 103 and FLuc inhib CS -6.
CCOC(=O)c1c(C)[nH]c(C(=O)COC(=O)CCC2CCCC2)c1C was read as STAT1 activator 96, STAT3 blocker -10, APP 5'UTR act -7, RAM network inh 0.7, APP 5UTR inh 7, NF-kB neuron act 1.1, STAT1 inh 4, Hsp70 act -0.2, STAT3 activator 109 and FLuc inhib CS -3.
COC(=O)c1nc(N)sc1C(C)C was read as STAT1 activator 105, STAT3 blocker -2, APP 5'UTR act 10, RAM network inh 0.1, APP 5UTR inh -10, NF-kB neuron act 1.2, STAT1 inh -7, Hsp70 act 0.1, STAT3 activator 108 and FLuc inhib CS -9.
`Cc1nn(C)cc1CNC(=O)c1ccc(F)cc1` gave STAT1 activator 98, STAT3 blocker -5, APP 5'UTR act 0, RAM network inh 3.3, APP 5UTR inh 0, NF-kB neuron act 0.99, STAT1 inh 2, Hsp70 act -0.4, STAT3 activator 103 and FLuc inhib CS -1.
For CC(C)(C)c1ccc(COC(=O)CNC(=O)CNC(=O)Cc2ccccc2)cc1 the results were STAT1 activator 103, STAT3 blocker 1, APP 5'UTR act -3, RAM network inh 2.9, APP 5UTR inh 3, NF-kB neuron act 1.3, STAT1 inh -3, Hsp70 act -0.1, STAT3 activator 103 and FLuc inhib CS -8.
`O=c1c2ccccc2nc(SCc2ccc([N+](=O)[O-])cc2)n1-c1ccccc1` gave STAT1 activator 104, STAT3 blocker 11, APP 5'UTR act 16, RAM network inh 5.3, APP 5UTR inh -16, NF-kB neuron act 0.9, STAT1 inh -5, Hsp70 act -0.4, STAT3 activator 100 and FLuc inhib CS -4.
Screening COc1ccc(-c2nc(CNS(=O)(=O)c3ccc(OC)c(OC)c3)cs2)cc1 returned STAT1 activator 97, STAT3 blocker 11, APP 5'UTR act -3, RAM network inh 4.3, APP 5UTR inh 3, NF-kB neuron act 0.97, STAT1 inh 3, Hsp70 act 0.0, STAT3 activator 98 and FLuc inhib CS -11.
`CCN(CC)S(=O)(=O)c1cccc(-c2nc3n(n2)Cc2ccccc2-3)c1` gave STAT1 activator 127, STAT3 blocker 16, APP 5'UTR act -10, RAM network inh 0.7, APP 5UTR inh 10, NF-kB neuron act 1.4, STAT1 inh -30, Hsp70 act 0.2, STAT3 activator 89 and FLuc inhib CS 7.
Screening Nc1ccc(C(=O)Nc2nccs2)cc1 returned STAT1 activator 127, STAT3 blocker 6, APP 5'UTR act 26, RAM network inh 2.0, APP 5UTR inh -26, NF-kB neuron act 2.2, STAT1 inh -31, Hsp70 act 0.2, STAT3 activator 97 and FLuc inhib CS 34.

Random draw from the library (roughly 7.7% active in at least one column).
